Bioassay records deposited in PubChem by Broad Institute.
INS-1E GSIS act: primary screen for activators of insulin secretion dependent on glucose, INS-1E cells, GLuc reporter luminescence; activation, % at 16.6 µM; actives 0.61% (n = 370,000); INS-1E GLuc reporter insulin secretion, 2-3 h;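 active means lowest replicate activation of at least 40%, so every replicate reaches that level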;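 further: 0% = median of neutral control wells and 100% = median of IBMX positive control wells; some compounds called inactive have numbers as strong as hits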
RAD54 branch: blocks human RAD54 Holliday junction branch migration; FAM/BHQ fluorescence; actives 0.14% (n = 360,000); Q92698; inhibition, % at 10.4 µM;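 active means mean normalized replicate activity at least 40 and at least half of replicates scoring 40 or more; inconclusive means only one of the two criteria met; inactive means mean below 40 and under half of replicates reaching 40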;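 further: 0% = median of neutral control wells and 100% = median of positive control wells; inhibitors cause a drop in the FAM fluorescence signal; in these data hits start at about 50%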
Target sequence (Q92698 whole entry, looked up): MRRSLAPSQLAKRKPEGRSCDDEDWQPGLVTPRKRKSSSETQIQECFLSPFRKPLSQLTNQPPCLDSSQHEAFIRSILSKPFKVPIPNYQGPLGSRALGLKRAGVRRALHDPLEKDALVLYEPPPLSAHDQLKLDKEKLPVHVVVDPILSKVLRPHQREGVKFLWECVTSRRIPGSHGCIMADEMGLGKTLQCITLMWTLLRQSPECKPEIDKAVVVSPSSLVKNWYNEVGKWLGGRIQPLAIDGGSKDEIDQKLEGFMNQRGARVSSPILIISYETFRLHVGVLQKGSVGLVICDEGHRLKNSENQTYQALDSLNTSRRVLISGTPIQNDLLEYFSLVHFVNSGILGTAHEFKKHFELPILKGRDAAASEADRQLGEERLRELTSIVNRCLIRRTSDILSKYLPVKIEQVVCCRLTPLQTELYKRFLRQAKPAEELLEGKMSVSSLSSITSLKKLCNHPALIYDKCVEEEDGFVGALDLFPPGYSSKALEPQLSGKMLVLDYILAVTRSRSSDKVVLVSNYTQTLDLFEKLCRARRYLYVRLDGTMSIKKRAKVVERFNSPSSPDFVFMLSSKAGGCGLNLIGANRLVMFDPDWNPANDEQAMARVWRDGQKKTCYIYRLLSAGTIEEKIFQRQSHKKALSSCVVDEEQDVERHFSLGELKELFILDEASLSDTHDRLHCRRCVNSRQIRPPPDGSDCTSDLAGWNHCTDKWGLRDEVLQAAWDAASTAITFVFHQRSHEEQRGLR
E-sel inducer: induces E-selectin expression in human endothelial cells; P16581; HUVEC E-selectin immunofluorescence imaging; normalized: neutral wells 0, TNF-alpha wells 100; activation, % at 7.58 µM; actives 0.37% (n = 260,000); AID 686992;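 active means mean E-selectin-positive cell signal at least 10% of the positive control, reached in at least 60% of replicates, without over 20% cell loss; inconclusive means no rule given, readout overlaps actives, possibly toxicity-flagged; inactive means the rest, including those meeting only one limit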;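 further: in these data hits start at about 27%; measured in HUVEC primary endothelial cells; signal is the percent of cells scored E-selectin positive by PE staining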
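System: HUVEC, human umbilical vein endothelial cells; quantity: 3,000 cells/well; buffer or medium: EGM-2 medium, gelatin-coated wells; dosing: single-point compound dose; detection: immunofluorescence imaging; evaluation: % PE-positive cells; benchmarks: TNF-alpha, DMSO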
CASP6 VEID inh: inhibitors of human caspase-6 | P55212 | purified caspase-6, Z-VEID-R110 cleavage fluorescence | inhibition, % at 12.5 µM | actives 0.53% (n = 350,000);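 active means mean inhibition across replicates at least about 35%, with every replicate also reaching that limit, limit read from the data; inconclusive means only one of the two criteria met; inactive means neither criterion met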;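 further: 0% = median of neutral control wells and 100% = no fluorescence left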
Target sequence (P55212 24-179 limits assumed): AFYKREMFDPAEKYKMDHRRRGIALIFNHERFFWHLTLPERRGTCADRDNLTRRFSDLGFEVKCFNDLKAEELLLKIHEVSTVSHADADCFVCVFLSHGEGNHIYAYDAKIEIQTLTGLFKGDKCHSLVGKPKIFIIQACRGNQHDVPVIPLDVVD
Target sequence (P55212 194-293 limits assumed): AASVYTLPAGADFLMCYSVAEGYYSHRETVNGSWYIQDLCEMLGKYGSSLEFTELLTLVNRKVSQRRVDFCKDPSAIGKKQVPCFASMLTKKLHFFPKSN
DENV2 CPE rescue: DENV2-induced cell death inhibition; DENV2-infected cells, cytopathic effect rescue, plate reader; CPE inhibition, % at 9.99 µM; actives 1.7% (n = 350,000); AID 651640; in the data active means CPE inhibition above about 20%, passing the limit was not always enough; inconclusive means no clear call, values can overlap the other calls; tested in BHK-21 cells;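 further: 0% = median of neutral control wells and 100% = median of positive control wells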
Xi reactivation: reactivates the inactive X chromosome in mouse fibroblasts. XiGFP mouse fibroblasts, % GFP-positive cells imaging, 3 d; cells co-treated with 5-aza-dC sensitizer; scaled so ellipticine positive control = 100%. activation, % at 7.58 µM. actives 0.055% (n = 360,000);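 active means mean normalized replicate activation at least 10% and every replicate at or above 10%; inconclusive means only one of the two criteria met; inactive means mean below 10% and not all replicates reach 10%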;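 further: 0% = median of on-plate neutral control wells and 100% = ellipticine 6 µM median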
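Assay system: SV40-immortalized XiGFP fibroblast cells, line 68-5-11; buffer or medium: DMEM plus 5-aza-dC sensitizer; compound: one concentration, pinned; timing: compounds 3 days, fix/stain 15 min at room temperature; benchmarks: positive control ellipticine, 6 µM final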
RAD52 anneal inh: RAD52 (human) annealing inhibition | inhibition, % at 18.7 µM | actives 0.46% (n = 360,000) | P43351 | recombinant RAD52 DNA annealing, FRET fluorescence;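 active means every replicate showing at least 50% inhibition; inconclusive means mean inhibition at least 50% but not in every replicate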
CFTR F508del cor: CFTR F508del correction in bronchial cells; activity (quench increase), % at 7.58 µM; actives 0.36% (n = 350,000); AID 720511; CFBE cells, YFP halide quenching; stimulated with forskolin plus potentiator P3; % fluorescence drop versus neutral controls;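 active means mean added fluorescence quench of at least 8% versus neutral control, with both replicates also reaching 8%; inconclusive means only one of the mean or replicate conditions met; inactive means mean below 8% and not both replicates reaching 8%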;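 further: cells transiently co-express mutant CFTR-F508del with the halide-sensitive YFP; corrector assay measuring rescue of mutant channel to the surface after 24 h compound exposure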
Starred values were filed as active, the others as inactive; u = inconclusive; x = no result given.

The line under a structure holds: INS-1E GSIS act, RAD54 branch, CASP6 VEID inh, RAD52 anneal inh, CFTR F508del cor, E-sel inducer, Xi reactivation, DENV2 CPE rescue
OC(CNCc1ccc2c(c1)OCO2)COc1ccc(F)cc1 (stereo not given)
    -19, -1, 3, -15, -1.0, 0.2, 0.1, 6
COc1cccc(/C=N/n2c(=O)[nH]c3ccccc32)c1OC
    10, 2, x, x, x, -0.4, 0.2, x
COc1ccc(NC(=O)CSCc2ccc([N+](=O)[O-])cc2)cc1OC
    5, -3, 1, -4, -0.5, 0.1, 0.0, 0
C[C@@H]1CCCCO[C@H](CN(C)C(=O)Cc2ccccc2)[C@@H](C)CN([C@H](C)CO)C(=O)c2cc(NS(=O)(=O)c3ccc(Cl)cc3)ccc2O1
    -8, -1, -5, -2, 0.4, 1.5, 0.3, 54*
O=C(NC(=S)Nc1ccc(O)cc1)c1ccccc1Cl
    -1, 0, -1, 2, -2.4, x, 0.1, -3
Cc1cc(C)nc(SCC(=O)NNC(=O)c2ccccc2C)n1
    x, -7, 0, -12, 0.5, -0.2, -0.1, -7
CC(C)Oc1ccc(S(=O)(=O)N2CCOCC2)cc1NC(=O)CC1CCCC1
    -5, x, 1, -1, -2.6, 1.2, 0.3, 3
CCC(C)[C@H](NC(=O)[C@@H]1CSC2c3ccccc3C(=O)N21)C(=O)N1CCCCC1 (stereo not given in full)
    -10, -3, 1, -10, -1.4, x, 0.2, -3
O=C(Nc1ccccc1)c1ccccc1OCc1ccc(F)cc1
    6, 4, -3, 3, -0.8, x, 0.1, -4
CCCCS(=O)c1snnc1C (stereo not given)
    11, x, 0, -11, -0.4, x, 0.3, -1
CN(C)C(=O)c1cccc(-c2ccc([C@@H]3[C@@H](CO)N4CCCCN(C(=O)C5CCC5)C[C@H]34)cc2)c1
    11, 6, -3, -3, -1.7, 0.1, 0.4, 12
O=C1NN(c2ccccc2)C(=O)/C1=C\c1ccc2c(c1)OCO2
    -5, -3, 3, -11, -2.4, x, 0.5, 3
C[C@H](O)[C@@H]1C(=O)N2CCc3c([nH]c4c(-c5ccccc5)cccc34)[C@@H]2C[C@@H]1N(C)C(=O)NC1CCCCC1
    x, x, 0, -14, 2.4, 0.0, 0.1, 2
CCCCOC(=O)/C(=C/c1cn(C)c2ccccc12)NC(=O)c1ccc(OC)cc1
    3, -2, 0, -21, -2.7, 1.1, 0.0, u
CCN(CC)CCC(C)OC(c1ccccc1)c1ccccc1 (stereo not given)
    -1, -2, -4, -9, -1.3, 0.6, 0.2, -2
COc1ccc(NS(=O)(=O)c2nnc(NC(=O)c3ccccc3F)s2)cc1
    8, 8, 1, -7, -0.8, -0.1, 0.0, -5
COc1ccccc1CN(C)C(=O)c1ccccc1Sc1ccccc1C#N
    -23, -18, -39, -1, 4.3, 0.2, 0.3, -10
C/C(=N\NC(=S)NC(C)C)c1ccco1
    -6, x, 0, -4, 2.1, x, 0.0, -6
CCOc1cc(/C=N/Nc2nc(C)cc(=O)[nH]2)ccc1O
    20, -11, 1, -17, 2.0, 2.5, 0.4, 10
CN(C)S(=O)(=O)c1ccc2c(c1)nc(CCC(=O)O)n2C
    -1, 4, 1, -2, -4.9, 0.0, 0.0, 11
CC1(CCC(=O)O)C(=O)CCC2C1CCC1(C)C2CCC1(C)O (stereo not given)
    -4, 10, -3, 0, -3.5, x, 0.0, -1
CCOc1c(Br)cc(C(=O)N2CCCN(C)CC2)cc1OC
    -4, -3, -10, -7, 4.7, 0.6, 0.1, 5
CSCCC(C(=O)Nc1c(C)cccc1C)N1CCN(c2ccc(C(F)(F)F)cn2)CC1 (stereo not given)
    -3, 4, -2, -13, 0.5, -1.1, x, 16
NNC(=O)c1oc2nc(-c3ccc(Cl)cc3)cc(-c3ccccc3)c2c1N
    4, 2, -1, -26, -3.5, -0.2, 0.4, -5
CCOc1ccc2nc(SCC(=O)Nc3ccc4[nH]c(=O)[nH]c4c3)[nH]c2c1
    -5, 11, 4, 10, -0.6, x, 0.0, 6
COC(=O)[C@H](CC(C)C)N1Cc2cc(OC)cc(OC)c2-c2ccccc2S1(=O)=O
    -3, -5, 10, -30, 1.6, 0.2, 0.0, 9
O=C(Cc1c(F)cccc1Cl)OCC(=O)c1ccc[nH]1
    x, x, 0, -7, 0.6, 0.5, 0.7, 14
C/C=C/c1cnc2c(c1)C(=O)N([C@@H](C)CO)C[C@@H](C)[C@H](CN(C)C(=O)Cc1cccnc1)O2
    1, -2, 3, 0, 0.3, 0.5, -0.2, -12
O=c1oc(-c2ccccc2)cc2ccccc12
    10, 1, -1, -5, 5.0, x, x, -9
Cc1cccc(-c2cc3nc(C)cc(=O)n3[nH]2)c1
    23, -2, 0, -5, 2.4, 0.2, 0.1, -20
CCNC(=O)[C@@H]1[C@@H](CO)[C@@H]2Cn3c(ccc(-c4ccncc4)c3=O)[C@@H]2N1Cc1ccccc1
    11, -8, 4, -9, 0.5, 0.8, 0.2, 1
C[C@@H]1CN([C@@H](C)CO)C(=O)CCCn2nncc2CO[C@@H]1CN(C)Cc1ccc2c(c1)OCCO2
    7, -1, 1, -5, -1.1, 0.1, 0.1, 2
CCN1C(=O)[C@H]2[C@@H](c3ccc(C)cc3)N3C(=O)N(c4cccc(Br)c4)C(=O)[C@@]3(Cc3ccccc3)[C@H]2C1=O
    -16, 1, 2, -9, 0.0, -0.1, -0.1, -7
C[C@@H]1CN([C@H](C)CO)C(=O)Cc2cc(NC(=O)C3CCCCC3)ccc2O[C@H]1CN(C)CC1CCCCC1
    2, 1, 1, -2, 2.0, -0.1, -1.0, -4
Cc1cccc(S(=O)(=O)N2C[C@@H](O)COC[C@H]3O[C@@H](CC(=O)Nc4ccc(-c5ccccc5)cc4)CC[C@@H]32)c1
    -13, 5, x, x, 2.6, 0.6, 0.0, 4
CC1CC(C)CN(C(=O)CCCNC(=O)c2ccc(Cl)cc2)C1 (stereo not given)
    5, -2, 1, -2, -2.1, x, 0.0, 7
CC(CCc1ccccc1)NC(=O)CCc1cn(C)c2ccccc12 (stereo not given)
    -26, 6, -1, -3, x, 13, 0.5, -3
C[C@@H]1CN([C@H](C)CO)C(=O)Cc2cc(NC(=O)c3ccncc3)ccc2O[C@@H]1CN(C)CC1CCCCC1
    -1, 0, 0, 3, 2.9, -0.2, -0.2, -6
CC1CC(C)CN(C(=O)CSc2nnc3ccccn23)C1 (stereo not given)
    -1, -6, 0, -7, 3.0, x, 0.0, 5
C[C@@H]1CCCCO[C@@H](CN(C)C(=O)Nc2ccc3c(c2)OCO3)[C@@H](C)CN([C@@H](C)CO)C(=O)c2cc(NC(=O)CCC(F)(F)F)ccc2O1
    1, x, 1, -12, 0.1, -0.1, -1.0, 1
Cc1noc(C)c1NC(=O)Nc1ccc2c(c1)C(=O)N([C@@H](C)CO)C[C@H](C)[C@H](CN(C)C(=O)Nc1ccccc1)O2
    6, x, x, x, 0.2, -0.1, -0.2, x
CCC(C(=O)NCCc1ccccc1)c1ccccc1 (stereo not given)
    -5, -4, -2, -12, 1.2, 0.5, 0.4, 0
COc1ccc(NC(=O)COc2coc(CN3CCc4ccccc4C3)cc2=O)cc1
    5, -1, 0, -12, -1.2, -0.2, 0.1, 14
CCOC(=O)C1CCCN(C(=O)/C=C/c2ccc(OC)cc2)C1 (stereo not given)
    -10, x, 14, 6, x, x, 0.0, -2
COc1cc(OC)c2ccc(=O)oc2c1C(CCN1CCCC(C)C1)c1ccc(N(C)C)cc1 (stereo not given)
    -2, 9, -5, 16, 2.6, -0.2, -0.4, 8
CCC(=O)c1ccc(OCC(=O)OCC(=O)c2c(N)n(C)c(=O)n(C)c2=O)cc1
    9, 14, -1, -9, -1.2, x, 0.1, 1
CC(C)[C@H](NC(=O)c1ccccc1)C(=O)O
    -4, x, 5, -12, 2.1, 0.0, 0.1, -6
O=C(NCc1ccccc1Cl)c1ccc2sc([C@H]3C[C@H](O)[C@@H](CO)O3)nc2c1
    -17, -6, 1, -3, 0.6, -0.3, -0.1, -11
CCN(CC)C(=O)CSc1nnc2nnc3cc(OC)ccc3n12
    x, -16, -9, -154, 1.9, x, 0.0, -15
Cc1cnc(CN(C)C(=O)c2ccc3oc(Cc4ccc(Cl)cc4)nc3c2)[nH]1
    -8, x, 1, 11, 0.9, x, 0.0, 4

New compounds follow:
The line under a structure holds: INS-1E GSIS act, RAD54 branch, CASP6 VEID inh, RAD52 anneal inh, CFTR F508del cor, E-sel inducer, Xi reactivation, DENV2 CPE rescue
CCOC(=O)C1(C)CCCN(C(=O)c2cccc(Cl)c2)C1 (stereo not given)
    17, -10, -1, -5, 3.7, 0.0, 0.2, -1
O=C(N[C@@H]1CC[C@@H](CCn2cc(-c3ccccc3)nn2)O[C@@H]1CO)c1ccccc1F
    1, -5, -1, 2, 1.6, -0.5, 0.5, -2
CC(C)CC(C)N1CCC(n2nccc2NC(=O)CCc2ccccc2)CC1 (stereo not given)
    -18, -1, -5, -213, 0.2, 0.7, 0.0, -3
C/C=C1\NC(=O)[C@H](C)NC(=O)[C@@H](NC(=O)[C@H](Cc2ccc(O)cc2)NC(=O)[C@@H](NC(=O)/C(C)=C/C)C(C)C)[C@@H](C)OC(=O)[C@H](CCCc2ccc(O)cc2)NC(=O)[C@@H](CCC(=O)OC)NC1=O
    x, -11, 18, 0, 1.1, 0.0, 0.1, -4
NS(=O)(=O)c1ccc(NC(=S)Nc2cc(Cl)c(Cl)cc2Cl)cc1
    x, x, 4, -10, x, -2.2, -0.1, -5
CC(C)C#Cc1ccc([C@H]2[C@@H](CO)N3C(=O)CN(C(=O)C4CCCCC4)C[C@H]23)cc1
    -11, x, 12, 2, -0.8, 0.4, 0.2, -9
c1ccc2sc(NCC3CCCO3)nc2c1 (stereo not given)
    15, x, -5, -5, 1.1, x, 0.0, 13
O=C(NCc1ccccn1)Nc1cccc(Cl)c1
    -16, -8, 0, 5, -2.8, x, x, x
CN1CCC(N(C)C(=O)c2sc3cc(F)ccc3c2Cl)CC1
    6, 1, -12, 1, 3.6, x, 0.1, 0
C[C@H](CO)N1C[C@H](C)[C@@H](CN(C)C(=O)Nc2ccc(C(F)(F)F)cc2)OCCCC[C@H](C)Oc2ccc(NS(=O)(=O)c3ccc(F)cc3)cc2C1=O
    13, 3, 1, -47, 1.3, x, -0.1, 95*
